# Tat transport = E. coli Tat export inhibitors, primary screen, MC4100, TorA-mCherry reporter, fluorescence, single point | inhibition, % at 10 µM | hit rate 0.036% among 340,000;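 active = mean replicate inhibition at least 50% and at least half of replicates individually reaching 50%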;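 note: exported cargo escapes ClpAP degradation while cytoplasmic cargo is degraded and loses fluorescence; 0% = median of neutral control wells and 100% = median of NaSCN control wells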
# PKA-R1A activ = activators of PKA-R1A holoenzyme, primary screen, biochemical, fluorescence polarization, Cy5-IP20, bovine R1A, mouse PKAc. activation, % at 11.4 µM. hit rate 0.083% among 340,000. cAMP-dependent protein kinase type I-alpha regulatory subunit (Bos taurus) + …. AID 504707, 2011. PKA-R1A dissociation; scaled: DMSO 0%, 113 µM cGMP 100%;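 active = percent activation above the mean of all tested compounds plus 3 SD, cut at about 19% in these data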;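 note: higher means more PKAc released from R1A so a rise in polarization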
# PKA-R2B activ = activators of PKA-R2B holoenzyme, primary screen, biochemical, fluorescence polarization, Cy5-IP20, human; cAMP-dependent protein kinase catalytic subunit beta (Homo sapiens) + cAMP-dependent …; PKA-R2B holoenzyme dissociation; R2B truncated from residue 108, S112A mutant; 0% DMSO only, 100% 113 µM cGMP; activation, % at 11.4 µM; hit rate 0.079% among 340,000; AID 504700, 2011;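 active = activation above a cutoff set at the mean over all compounds plus 3 SD, cut at about 18% in these data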;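 note: higher means more holoenzyme dissociation and a rise in polarization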
# Target sequence (P31323 whole entry, looked up, other chains not shown, the tested form may be a part): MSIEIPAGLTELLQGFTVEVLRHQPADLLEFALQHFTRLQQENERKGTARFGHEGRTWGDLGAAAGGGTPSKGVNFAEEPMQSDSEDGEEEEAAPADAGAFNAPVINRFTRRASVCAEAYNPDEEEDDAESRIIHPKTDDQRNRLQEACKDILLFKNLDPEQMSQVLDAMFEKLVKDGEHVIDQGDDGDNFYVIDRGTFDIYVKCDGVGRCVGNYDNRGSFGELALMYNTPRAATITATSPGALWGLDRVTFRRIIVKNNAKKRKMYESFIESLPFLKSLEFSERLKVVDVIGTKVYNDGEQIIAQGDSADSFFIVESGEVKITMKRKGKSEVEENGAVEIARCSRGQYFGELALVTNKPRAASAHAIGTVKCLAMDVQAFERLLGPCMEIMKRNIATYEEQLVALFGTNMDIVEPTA
# phage Ecoli inh = growth loss of phage-infected E. coli, primary screen, RecBCD inhibitor project, absorbance, with phage, HTS | inhibition, % at 11.9 µM | hit rate 0.26% among 360,000 | AID 651602, 2012; in the data active = inhibition above about 11%
# * = called active by the depositor; . = not tested or not shown. These rows are one share of the data, so the mix of outcomes need not match the whole.
SMILES,Tat transport,PKA-R1A activ,PKA-R2B activ,phage Ecoli inh
O=C(O)c1ccc(NC2=C/C(=N/S(=O)(=O)c3cccs3)c3ccccc3C2=O)cc1,.,1,-5,3.7
COC(=O)N(C)C[C@@H]1OCc2cn(nn2)CCCC(=O)N([C@@H](C)CO)C[C@H]1C,.,-8,-9,0.7
CC1CN(C(=O)c2cccc(NS(=O)(=O)c3ccc(Br)cc3)c2)CC(C)O1 (stereo not drawn),.,-7,-13,6.3
COc1cccc(-c2cc3nc(-c4ccccc4)cc(N4CCN(C(=O)c5ccoc5)CC4)n3n2)c1,.,-17,1,-0.2
CC(=O)Nc1ccc(SCC(=O)NC(=O)c2ccc(Cl)cc2)cc1,.,2,-15,4.2
C[C@H]1CN([C@@H](C)CO)S(=O)(=O)c2ccc(C#CC3CC3)cc2O[C@H]1CN(C)C(=O)c1cccnc1,.,4,4,4.1
COc1cc(NC(=O)CNC(=O)Cn2cnc3sc(C)c(C)c3c2=O)cc(OC)c1OC,.,-4,-5,-1.0
CN(CC(=O)Nc1ccc(F)c(F)c1F)C(=O)C1CCCN1C(=O)c1cccs1 (stereo not drawn),.,-10,-12,6.3
Nc1ccn([C@@H]2O[C@H](CNCc3cc(Cl)ccc3OCc3ccc(Cl)cc3)[C@@H](O)[C@H]2O)c(=O)n1,.,-5,-3,-0.5
Cc1ccccc1-c1n[nH]nc1C1=CC(=O)CC(C)(C)C1,.,-6,-3,2.6
CCN1C(=O)[C@H]2[C@@H](c3ccc(C)cc3)N[C@]3(CCCN(Cc4ccco4)C3=O)[C@H]2C1=O,.,-7,-3,2.6
COc1ccccc1N1CCN(CC(=O)NC(=O)NCc2ccccc2)CC1,.,0,-4,2.9
O=C(OCc1cn([C@H]2CN(Cc3cccs3)[C@@H](c3ccc(Cl)cc3)C[C@@H]2O)nn1)c1ccccc1,.,7,-5,1.4
O=C(COC(=O)c1ccccc1)NCCCCc1ccccc1,.,0,-7,1.6
COc1cccc(C(=O)Nc2ccc3nc4n(c(=O)c3c2)CCCCC4)c1,.,2,-1,3.1
CCc1cccc(CC)c1N1C(=O)COCC1=O,.,0,5,0.1
O=C(COC(=O)c1ccco1)Nc1cccc(S(=O)(=O)N2CCOCC2)c1,.,9,10,4.1
COc1ccccc1N1CCN(C(=O)CCCn2c(=S)[nH]c3ccccc3c2=O)CC1,.,-1,-4,4.5
C[C@@H]1CN([C@H](C)CO)C(=O)CCCn2cc(nn2)CO[C@H]1CN(C)S(=O)(=O)c1ccc(C#N)cc1,.,13,-3,0.6
O=C(O)C(=Cc1cccc([N+](=O)[O-])c1)c1ccccc1,.,-5,1,1.4
Cc1nccn1CC(=O)c1ccccc1,.,6,-4,2.3
CCN1C(=O)[C@H]2[C@@H](c3ccccc3)N[C@]3(CCCN(Cc4ccc(C)cc4)C3=O)[C@H]2C1=O,.,2,1,3.2
Cc1ccc(NS(=O)(=O)c2ccc(C)c(NC(=O)c3ccc(S(=O)(=O)N4CCCCCC4)cc3)c2)c(C)c1,.,-6,-2,0.1
Cc1ccc(S(=O)(=O)NCc2nnnn2-c2ccc(F)cc2)cc1,.,1,7,-1.1
C[C@H]1CN([C@@H](C)CO)S(=O)(=O)c2ccc(Br)cc2O[C@H]1CN(C)Cc1ccc(F)cc1,.,2,6,3.7
Clc1ccccc1NN(Cc1ccccn1)c1ccccc1Cl,.,-7,-13,1.9
NNC(=O)Cc1cccc2ccc(Cl)cc12,.,-3,-2,2.4
CCCCCC(=O)N1C[C@@H](n2cc(C3CC3)nn2)[C@H](O)C[C@@H]1c1ccccc1,.,1,8,0.7
Cc1nc(NC(=O)c2ccccc2)sc1-c1cc(C(=O)N2CCOCC2)nn1Cc1ccccc1,.,-8,5,1.5
O=C1CNC(c2ccccc2)C(c2ccccc2)N1 (stereo not drawn),.,2,-5,0.6
C[C@H]1CN([C@@H](C)CO)S(=O)(=O)c2ccc(Br)cc2O[C@H]1CN(C)Cc1ccccc1F,.,-8,-5,-2.4
C[C@H]1CN([C@@H](C)CO)C(=O)CCCn2cc(nn2)CO[C@@H]1CN(C)C(=O)Nc1ccccc1C(F)(F)F,.,5,-1,-0.4
COc1ccccc1N1CC(C(=O)OCC(=O)c2c(N)n(C)c(=O)n(C)c2=O)CC1=O (stereo not drawn),.,-5,-2,0.7
CCOC(=O)c1c(C)[nH]c(C(=O)OCc2nc3ccsc3c(=O)[nH]2)c1C,.,-8,-19,3.6
C[C@H]1CN([C@@H](C)CO)S(=O)(=O)c2ccc(Br)cc2O[C@@H]1CN(C)S(=O)(=O)c1ccccc1,.,1,4,0.1
COc1ccc([C@H]2CN(c3ccc(OC)cc3)C(=O)[C@@H]2CC(=O)Nc2ccccc2)cc1,.,0,8,1.5
O=C(NCCS(=O)(=O)N1CCN(c2ccccc2)CC1)C12CC3CC(CC(C3)C1)C2,.,-15,-9,1.0
CC1CCC2(CC1)NC(=O)N(CC(=O)Nc1cccc(S(=O)(=O)N(C)c3ccccc3)c1)C2=O (stereo not drawn),.,6,-15,-0.2
CCN(CC)C(=O)C1=C(C)N(Cc2ccc(F)cc2)C(=O)C(CC(=O)NCC2CCCCC2)C1 (stereo not drawn),.,-5,-4,-0.2
CC1=C(C(=O)Nc2cccc(C(=O)NCC(C)c3ccccc3)c2)SCCO1 (stereo not drawn),.,10,-10,7.2

# In a second layout: entries from further up
Tat transport	PKA-R1A activ	PKA-R2B activ	phage Ecoli inh	smiles
.	6	-4	2.3	Cc1nccn1CC(=O)c1ccccc1
.	2	1	3.2	CCN1C(=O)[C@H]2[C@@H](c3ccccc3)N[C@]3(CCCN(Cc4ccc(C)cc4)C3=O)[C@H]2C1=O
.	-6	-2	0.1	Cc1ccc(NS(=O)(=O)c2ccc(C)c(NC(=O)c3ccc(S(=O)(=O)N4CCCCCC4)cc3)c2)c(C)c1
.	1	7	-1.1	Cc1ccc(S(=O)(=O)NCc2nnnn2-c2ccc(F)cc2)cc1
.	2	6	3.7	C[C@H]1CN([C@@H](C)CO)S(=O)(=O)c2ccc(Br)cc2O[C@H]1CN(C)Cc1ccc(F)cc1
.	-7	-13	1.9	Clc1ccccc1NN(Cc1ccccn1)c1ccccc1Cl
.	-3	-2	2.4	NNC(=O)Cc1cccc2ccc(Cl)cc12
.	1	8	0.7	CCCCCC(=O)N1C[C@@H](n2cc(C3CC3)nn2)[C@H](O)C[C@@H]1c1ccccc1
.	-8	5	1.5	Cc1nc(NC(=O)c2ccccc2)sc1-c1cc(C(=O)N2CCOCC2)nn1Cc1ccccc1
.	2	-5	0.6	O=C1CNC(c2ccccc2)C(c2ccccc2)N1 (stereo not drawn)
.	-8	-5	-2.4	C[C@H]1CN([C@@H](C)CO)S(=O)(=O)c2ccc(Br)cc2O[C@H]1CN(C)Cc1ccccc1F
.	5	-1	-0.4	C[C@H]1CN([C@@H](C)CO)C(=O)CCCn2cc(nn2)CO[C@@H]1CN(C)C(=O)Nc1ccccc1C(F)(F)F
.	-5	-2	0.7	COc1ccccc1N1CC(C(=O)OCC(=O)c2c(N)n(C)c(=O)n(C)c2=O)CC1=O (stereo not drawn)
.	-8	-19	3.6	CCOC(=O)c1c(C)[nH]c(C(=O)OCc2nc3ccsc3c(=O)[nH]2)c1C
.	1	4	0.1	C[C@H]1CN([C@@H](C)CO)S(=O)(=O)c2ccc(Br)cc2O[C@@H]1CN(C)S(=O)(=O)c1ccccc1
.	0	8	1.5	COc1ccc([C@H]2CN(c3ccc(OC)cc3)C(=O)[C@@H]2CC(=O)Nc2ccccc2)cc1

# (cont.)
SMILES,Tat transport,PKA-R1A activ,PKA-R2B activ,phage Ecoli inh
Cc1ccc(S(=O)(=O)CCC(=O)OCC(=O)Nc2cccc(S(=O)(=O)N3CCCCC3)c2)cc1,.,3,-18,3.6
CCN(CC)C(=O)C1=C(C)N(Cc2ccccc2)C(=O)C(CC(=O)NCCCCc2ccccc2)C1 (stereo not drawn),.,-11,8,1.4
CCCCn1c(N)c(N(CC(C)C)C(=O)CCN2C(=O)C3CC=CCC3C2=O)c(=O)[nH]c1=O (stereo not drawn),.,9,-1,10
CCOc1ccccc1N1CCN(CC(=O)N(C)CC(=O)Nc2ccccc2CC)CC1,.,-9,9,-2.6
COc1ccc(C(=O)OCc2cc(=O)oc3cc(C)ccc23)cc1S(=O)(=O)N1CCOCC1,.,-4,-2,2.2
COc1ccc2c(c1)c1c(c(=O)n(-c3ccc(C)cc3)c(=O)n1CC(=O)NCC1CCCO1)n2C (stereo not drawn),.,-1,-10,0.8
CC(=O)Nc1nc(-c2ccc(-c3ccccc3)cc2)cs1,.,-4,-1,0.8
CC(C)C1C(=O)N(Cc2cn(CC3CCCCC3)nn2)CCS(=O)(=O)N1Cc1ccc(-c2cccc(CO)c2)cc1 (stereo not drawn),.,-5,1,3.7
CCCCCC(=O)N1C[C@@H](n2cc(-c3ccc(F)cc3)nn2)[C@H](O)C[C@@H]1c1ccc(OC)cc1,.,-8,-6,-1.2
COc1ccc(CN2C(=O)C(CC(=O)NC3CCCC3)CC(C(=O)N(C(C)C)C(C)C)=C2C)cc1 (stereo not drawn),.,-10,-8,-1.0
Cc1ccc([C@H]2C[C@@H](n3cc(COC(=O)c4ccccc4)nn3)[C@H](O)CN2CC2CCCCC2)cc1,.,-8,-4,3.2
COc1ccccc1N1CCCSC1=Nc1ccccc1,.,-2,1,3.1
C[C@H]1CN([C@@H](C)CO)C(=O)CCCn2cc(nn2)CO[C@@H]1CN(C)C(=O)Nc1ccc(C(F)(F)F)cc1,.,5,-7,-0.6
Cc1cc(C(=O)CCC(=O)Nc2cccc(F)c2)c(C)s1,.,-5,2,0.3
O=C(O)c1cscc1-c1cccc2ccccc12,.,-2,-7,1.2
CC(C)CC1C(=O)N(Cc2cn(Cc3ccco3)nn2)CCS(=O)(=O)N1Cc1ccc(-c2ccc(Cl)cc2)cc1 (stereo not drawn),.,-10,-3,0.1
O=S(=O)(c1ccc(Cl)c(Cl)c1)N1CCc2nc3ccccc3n2CC1,-4,1,-7,1.1

# 2 of the compounds above, with two lines to a compound.
# Results follow in this order: Tat transport | PKA-R1A activ | PKA-R2B activ | phage Ecoli inh
C[C@@H]1CN([C@H](C)CO)C(=O)CCCn2cc(nn2)CO[C@H]1CN(C)S(=O)(=O)c1ccc(C#N)cc1
→ . | 13 | -3 | 0.6
Cc1cc(C(=O)CCC(=O)Nc2cccc(F)c2)c(C)s1
→ . | -5 | 2 | 0.3

# Screening results from PubChem.
